High-throughput results deposited in PubChem BioAssay by Broad Institute.
NSD2 block – inhibitors of human NSD2, primary screen, biochemical, plate reader, single point. inhibition, % at 12.5 µM. NSD2-SET H3K36me1 DELFIA fluorescence. actives 0.07% (n = 44,000); in the data active = inhibition above about 54%, passing the limit was not always enough; inconclusive = no clear call, values can overlap the other calls;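 also: inhibitors reduce the monomethyl H3K36 fluorescence signal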
Target sequence (O96028 whole entry, looked up): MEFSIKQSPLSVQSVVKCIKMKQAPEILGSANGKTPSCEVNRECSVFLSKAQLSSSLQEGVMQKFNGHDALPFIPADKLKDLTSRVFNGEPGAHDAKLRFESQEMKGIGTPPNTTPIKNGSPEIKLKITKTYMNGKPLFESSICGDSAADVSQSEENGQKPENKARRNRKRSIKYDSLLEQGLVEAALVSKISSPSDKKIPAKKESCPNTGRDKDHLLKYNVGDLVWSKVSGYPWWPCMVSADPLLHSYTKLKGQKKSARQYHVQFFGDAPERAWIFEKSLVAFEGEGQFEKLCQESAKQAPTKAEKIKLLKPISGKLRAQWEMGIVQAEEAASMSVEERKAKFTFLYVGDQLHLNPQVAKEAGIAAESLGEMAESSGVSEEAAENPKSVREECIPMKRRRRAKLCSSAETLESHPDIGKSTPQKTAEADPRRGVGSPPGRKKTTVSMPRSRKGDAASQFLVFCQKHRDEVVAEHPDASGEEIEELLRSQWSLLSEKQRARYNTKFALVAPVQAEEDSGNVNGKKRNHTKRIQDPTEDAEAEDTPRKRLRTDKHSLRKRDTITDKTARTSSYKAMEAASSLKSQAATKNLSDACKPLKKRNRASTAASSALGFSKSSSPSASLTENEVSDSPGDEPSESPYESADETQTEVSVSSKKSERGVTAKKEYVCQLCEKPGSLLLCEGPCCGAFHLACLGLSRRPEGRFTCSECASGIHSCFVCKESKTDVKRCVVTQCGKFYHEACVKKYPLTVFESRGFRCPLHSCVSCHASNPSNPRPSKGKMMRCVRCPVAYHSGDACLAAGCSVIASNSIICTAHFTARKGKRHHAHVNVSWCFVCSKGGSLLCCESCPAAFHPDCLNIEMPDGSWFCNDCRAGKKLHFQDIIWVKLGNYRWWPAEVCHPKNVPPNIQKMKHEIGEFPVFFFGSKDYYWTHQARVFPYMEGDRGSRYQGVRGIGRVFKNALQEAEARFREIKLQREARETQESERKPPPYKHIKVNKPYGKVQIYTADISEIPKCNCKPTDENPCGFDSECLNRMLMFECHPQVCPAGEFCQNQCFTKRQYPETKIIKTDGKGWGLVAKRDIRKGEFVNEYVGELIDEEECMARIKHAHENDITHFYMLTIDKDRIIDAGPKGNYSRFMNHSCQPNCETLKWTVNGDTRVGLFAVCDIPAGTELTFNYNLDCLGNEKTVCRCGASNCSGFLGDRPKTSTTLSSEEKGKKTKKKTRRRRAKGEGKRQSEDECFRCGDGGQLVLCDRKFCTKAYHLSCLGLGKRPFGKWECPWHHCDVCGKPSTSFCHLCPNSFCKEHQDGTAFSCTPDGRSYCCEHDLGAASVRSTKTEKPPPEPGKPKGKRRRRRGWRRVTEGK
* hit, by the source's call; ? = inconclusive. The list is partial; rates above refer to the full screens.

SMILES	NSD2 block
Cc1noc(C)c1S(=O)(=O)N(C)C[C@@H]1Oc2ccc(NC(=O)CCN3CCOCC3)cc2CC(=O)N([C@@H](C)CO)C[C@@H]1C	27
C[C@H](CO)N1C[C@H](C)[C@@H](CN(C)C(=O)c2ccccc2)Oc2cc(C#CC3(O)CCCC3)ccc2S1(=O)=O	-7
Cc1noc(C)c1NC(=O)N(C)C[C@@H]1Oc2c(NS(=O)(=O)c3cn(C)cn3)cccc2C(=O)N([C@H](C)CO)C[C@@H]1C	6
C=C[C@@]12COC(=O)C(=C)[C@@H]1[C@@H](O)[C@H](C(=C)C(=O)OC)[C@@H](O)C2	5
COC(=O)[C@]1(Cc2ccccc2CN=[N+]=[N-])N=C(c2ccc(OCCCO)cc2)O[C@@H]1c1ccccc1CN=[N+]=[N-]	0
COc1ccccc1-c1ccc2c(c1)O[C@@H](CN(C)C(C)=O)[C@@H](C)CN([C@@H](C)CO)S2(=O)=O	1
C/C=C/c1ccc2c(c1)O[C@@H](CN(C)C(=O)Cc1ccccn1)[C@@H](C)CN([C@H](C)CO)S2(=O)=O	-2
C[C@H]1CN([C@@H](C)CO)C(=O)c2cc(NC(=O)Nc3ccc4c(c3)OCO4)ccc2O[C@H]1CN(C)Cc1ccc2c(c1)OCO2	-6
C[C@@H]1CN([C@H](C)CO)C(=O)c2cc(N(C)C)ccc2O[C@@H]1CN(C)C(=O)Nc1ccccc1	2
C[C@H](CO)N1C[C@H](C)[C@@H](CN(C)Cc2ccc(-c3ccccc3)cc2)Oc2ccc(NS(=O)(=O)c3cn(C)cn3)cc2C1=O	-6
COc1ccc(NC(=O)N(C)C[C@H]2Oc3ccc(NS(=O)(=O)c4ccc(OC)cc4)cc3CC(=O)N([C@@H](C)CO)C[C@H]2C)cc1	-1
C[C@@H]1CCCCO[C@@H](CN(C)Cc2ccncc2)[C@@H](C)CN([C@H](C)CO)C(=O)c2cc(NC(=O)C3CCCCC3)ccc2O1	3
CC(C)NC(=O)Nc1ccc2c(c1)C(=O)N([C@H](C)CO)C[C@@H](C)[C@@H](CN(C)Cc1ccc(Cl)c(Cl)c1)O2	-6
CC(=O)O[C@@H]1CC(=O)OC(C)(C)C2CC(=O)[C@]3(C)C(CC[C@@]4(C)[C@H](c5ccoc5)OC(=O)[C@H]5O[C@]543)[C@]21C (stereo partly specified)	-2
CC(C)NC(=O)Nc1ccc2c(c1)CC(=O)N([C@@H](C)CO)C[C@@H](C)[C@H](CN(C)C(=O)Nc1ccc(C(F)(F)F)cc1)O2	7
C[C@H]1CN([C@@H](C)CO)C(=O)c2ccccc2-c2ccccc2CO[C@@H]1CN(C)S(=O)(=O)c1cccc(C#N)c1	11
COc1ccc(S(=O)(=O)N(C)C[C@H]2Oc3ccc(NS(=O)(=O)c4ccc(C)cc4)cc3C(=O)N([C@H](C)CO)C[C@@H]2C)cc1	-4
O=C(C[C@H]1C[C@H]2c3cc(NC(=O)C4CCC4)ccc3O[C@H]2[C@H](CO)O1)NCc1ccccc1F	3
COC(=O)C1=CO[C@@H](O[C@@H]2O[C@H](CO)[C@@H](O)[C@H](O)[C@H]2O)[C@@H]2[C@@H](C)[C@@H](O)[C@@H](OC(=O)/C=C/c3ccc(O)c(O)c3)[C@H]12	4
COCC(=O)N(C)C[C@@H]1Oc2ncc(C#Cc3ccncc3)cc2C(=O)N([C@H](C)CO)C[C@@H]1C	?
C[C@@H]1CN([C@@H](C)CO)C(=O)c2cccc(NS(=O)(=O)c3cn(C)cn3)c2O[C@@H]1CN(C)Cc1ccc2c(c1)OCO2	1
C[C@@H]1CN([C@@H](C)CO)S(=O)(=O)c2ccc(C#Cc3ccccn3)cc2O[C@H]1CN(C)C	-3
CC(C)NC(=O)Nc1ccc2c(c1)CC(=O)N([C@H](C)CO)C[C@@H](C)[C@H](CN(C)Cc1ccc(Oc3ccccc3)cc1)O2	-4
CC(C)CC#Cc1ccc2c(c1)O[C@@H](CN(C)C(=O)Cc1ccccc1)[C@@H](C)CN([C@H](C)CO)S2(=O)=O	-3
C[C@@H]1CN([C@@H](C)CO)C(=O)Cc2cc(NC(=O)C3CC3)ccc2O[C@H]1CN(C)CC1CC1	0
COc1ccc(CN(C)C[C@@H]2OCCCC[C@H](C)Oc3ccc(NS(=O)(=O)c4cccs4)cc3C(=O)N([C@@H](C)CO)C[C@@H]2C)cc1	-3
NCCCCCCNS(=O)(=O)c1ccc2c(Cl)cccc2c1	9
COc1ccc(S(=O)(=O)Nc2ccc3c(c2)CC(=O)N([C@@H](C)CO)C[C@H](C)[C@@H](CN(C)C(=O)Nc2ccccc2)O3)cc1	-3
Cc1nn(C)c(C)c1CN(C)C(=O)c1cc2nc(-c3ccc(Cl)cc3)cc(C(F)(F)F)n2n1	0
COc1ccc(S(=O)(=O)N(C)C[C@@H]2Oc3ccc(NC(=O)Cc4cn(C)c5ccccc45)cc3C(=O)N([C@H](C)CO)C[C@@H]2C)cc1	3
COc1ccc(S(=O)(=O)Nc2ccc3c(c2)CC(=O)N([C@H](C)CO)C[C@@H](C)[C@@H](CN(C)C(=O)Nc2cccc4ccccc24)O3)cc1	-2
Cc1noc(C)c1NC(=O)Nc1ccc2c(c1)CC(=O)N([C@H](C)CO)C[C@@H](C)[C@@H](CN(C)S(=O)(=O)c1ccc(Cl)cc1)O2	3
C[C@H]1CN([C@@H](C)CO)C(=O)c2cc(NC(=O)Cn3cnnn3)ccc2O[C@@H]1CN(C)Cc1ccc(Cl)c(Cl)c1	-4
CCO[C@@H]1OC(C(=O)N2CCN(Cc3ccc4c(c3)OCO4)CC2)=C[C@H](c2ccc(Br)cc2)[C@H]1CCCO	-2
C[C@@H]1CN([C@H](C)CO)C(=O)c2cc(-c3cccc(F)c3)cnc2O[C@H]1CN(C)C	-2
COc1ccccc1-c1cnc2c(c1)C(=O)N([C@H](C)CO)C[C@H](C)[C@H](CN(C)C(=O)CN(C)C)O2	-1
C[C@@H]1CN([C@@H](C)CO)C(=O)c2cc(NS(C)(=O)=O)ccc2O[C@@H](C)CCCCO[C@@H]1CN(C)C(=O)c1ccncc1	2
C[C@@H]1CCCCO[C@@H](CN(C)S(=O)(=O)c2ccc(F)cc2)[C@@H](C)CN([C@@H](C)CO)C(=O)c2cc(NS(=O)(=O)c3ccc(Cl)cc3)ccc2O1	1
CCCNC(=O)N(C)C[C@@H]1Oc2cc(-c3ccccc3)ccc2S(=O)(=O)N([C@@H](C)CO)C[C@H]1C	1
C[C@@H]1CN([C@@H](C)CO)C(=O)c2cccc(NC(=O)c3cnccn3)c2O[C@H]1CN(C)CC1CC1	-1
COc1ccc(S(=O)(=O)N(C)C[C@@H]2Oc3c(NC(=O)Nc4ccc5c(c4)OCO5)cccc3C(=O)N([C@H](C)CO)C[C@@H]2C)cc1	3
COc1ccc(NC(=O)Nc2cccc3c2O[C@H](CN(C)Cc2ccncc2)[C@@H](C)CN([C@@H](C)CO)C3=O)cc1	1
COc1ccc(S(=O)(=O)N(C)C[C@@H]2Oc3ccc(NS(=O)(=O)c4ccccc4)cc3C(=O)N([C@@H](C)CO)C[C@@H]2C)cc1	2
C[C@@H]1CN([C@H](C)CO)S(=O)(=O)c2ccc(-c3cncnc3)cc2O[C@H]1CN(C)Cc1ccccc1	10
C[C@@H]1CN([C@H](C)CO)C(=O)Cc2cc(NS(=O)(=O)c3ccccc3)ccc2O[C@@H]1CN(C)Cc1ccc(C(F)(F)F)cc1	-1
CC(=O)N(C)C[C@H]1Oc2ncc(/C=C/c3ccccc3)cc2C(=O)N([C@@H](C)CO)C[C@H]1C	1
C[C@H]1CN([C@@H](C)CO)C(=O)c2c(c3ccccc3n2C)-c2ccccc2CO[C@H]1CN(C)C(=O)c1ccncc1	3
CCC(=O)NCC[C@@H]1CCc2ccc3c(c21)CCO3	-1
C[C@H]1CCCCO[C@H](CN(C)S(=O)(=O)c2ccc(F)cc2)[C@@H](C)CN([C@@H](C)CO)C(=O)c2cc(NC(=O)CCC(F)(F)F)ccc2O1	1
C[C@@H]1CN([C@H](C)CO)C(=O)c2cc(C3=CCCCC3)cnc2O[C@H]1CN(C)C(=O)c1cccnc1	-2
C[C@H]1CN([C@@H](C)CO)C(=O)c2cc(NC(=O)Cn3cnnn3)ccc2O[C@H]1CN(C)S(=O)(=O)c1ccc(Cl)cc1	1
C[C@@H]1CN([C@H](C)CO)C(=O)c2c(c3ccccc3n2C)-c2ccccc2CO[C@@H]1CN(C)Cc1cccnc1	-1
C[C@H](CO)N1C[C@H](C)[C@H](CN(C)C(=O)Nc2cccc3ccccc23)Oc2ncc(-c3cc4ccccc4o3)cc2C1=O	3
O=C1O[C@H](c2ccccc2)[C@H](c2ccccc2)N2[C@H]1[C@@H](C(=O)N1CCCCCCC1)[C@]1(C(=O)Nc3ccc(C#CC4(O)CCCCCC4)cc31)[C@H]2c1ccc(O)cc1	-6
C[C@H]1CN([C@@H](C)CO)S(=O)(=O)c2ccc(-c3cccc(F)c3)cc2O[C@@H]1CN(C)S(=O)(=O)c1ccccc1	10
C[C@@H]1CN([C@H](C)CO)C(=O)c2cccc(NC(=O)c3ccncc3)c2O[C@@H]1CN(C)Cc1ccc(Cl)c(Cl)c1	?
COCC(=O)Nc1ccc2c(c1)[C@@H]1C[C@@H](CC(=O)NCc3ccccc3OC)O[C@@H](CO)[C@@H]1O2	-18
CC(=O)N(C)C[C@H]1Oc2ncc(C#Cc3cccc(F)c3)cc2C(=O)N([C@@H](C)CO)C[C@@H]1C	-5
C[C@H](CO)N1C[C@H](C)[C@@H](CN(C)S(=O)(=O)c2cccc(C#N)c2)OCc2cnnn2CCCC1=O	4
NC(=O)c1ccc2nc3ccsc3c(=O)n2c1	-9

Given as labelled records: part of the list above
Cc1nn(C)c(C)c1CN(C)C(=O)c1cc2nc(-c3ccc(Cl)cc3)cc(C(F)(F)F)n2n1
  NSD2 block: 0
CC(=O)O[C@@H]1CC(=O)OC(C)(C)C2CC(=O)[C@]3(C)C(CC[C@@]4(C)[C@H](c5ccoc5)OC(=O)[C@H]5O[C@]543)[C@]21C (stereo partly specified)
  NSD2 block: -2

Reformatted: entries from further up
NSD2 block	Molecule
3	COc1ccc(S(=O)(=O)N(C)C[C@@H]2Oc3c(NC(=O)Nc4ccc5c(c4)OCO5)cccc3C(=O)N([C@H](C)CO)C[C@@H]2C)cc1
1	COc1ccc(NC(=O)Nc2cccc3c2O[C@H](CN(C)Cc2ccncc2)[C@@H](C)CN([C@@H](C)CO)C3=O)cc1

(more compounds)
SMILES	NSD2 block
C[C@H]1CN([C@@H](C)CO)C(=O)c2cccc(NC(=O)C3CCCCC3)c2O[C@H]1CN(C)S(=O)(=O)c1cccs1	-6
C[C@@H]1CN([C@H](C)CO)C(=O)c2cc(NC(=O)Cc3ccccc3)ccc2O[C@@H](C)CCCCO[C@H]1CN(C)S(=O)(=O)c1ccccc1	3
C[C@@H]1CN([C@H](C)CO)C(=O)c2cc(NS(=O)(=O)c3ccc(F)cc3)ccc2O[C@@H]1CN(C)S(C)(=O)=O	-3
C[C@@H]1CN([C@H](C)CO)C(=O)c2cc(NS(=O)(=O)c3ccccc3)ccc2O[C@H]1CN(C)Cc1ccc(-c2ccccc2)cc1	-5
O=C(O)C[C@H]1C[C@H]2c3cc(NC(=O)C4CCC4)ccc3O[C@H]2[C@@H](CO)O1	-2
C[C@H](CO)N1C[C@H](C)[C@@H](CN(C)Cc2ccccc2)Oc2cc(C3=CCCC3)ccc2S1(=O)=O	3
Cc1ccc(OCC(=O)OC2CCN(C)CC2)cc1	-9
COc1cccc(C#Cc2ccc3c(c2)O[C@H](CN(C)S(=O)(=O)c2ccccc2F)[C@H](C)CN([C@@H](C)CO)S3(=O)=O)c1	2
COC1OC2c3cc4c(cc3CCN(C)C2c2ccc3c(c21)OCO3)OCO4 (stereo unspecified)	-2
C[C@@H]1CCCCO[C@@H](CN(C)S(=O)(=O)c2cn(C)cn2)[C@@H](C)CN([C@@H](C)CO)C(=O)c2cc(NC(=O)Cc3ccccc3)ccc2O1	2
CNC[C@H]1Oc2cc(C#CC(C)C)ccc2S(=O)(=O)N([C@@H](C)CO)C[C@H]1C	-6
COC(=O)c1csc(C(=O)c2c[nH]c3ccccc23)n1	-2
Cc1noc(C)c1NC(=O)Nc1ccc2c(c1)CC(=O)N([C@@H](C)CO)C[C@H](C)[C@@H](CN(C)C(=O)Nc1cccc3ccccc13)O2	1
Cc1noc(C)c1NC(=O)N(C)C[C@@H]1OCCCC[C@H](C)Oc2ccc(NC(=O)CCC(F)(F)F)cc2C(=O)N([C@@H](C)CO)C[C@H]1C	-12
CC(C)C#Cc1cnc2c(c1)C(=O)N([C@H](C)CO)C[C@H](C)[C@@H](CN(C)S(=O)(=O)c1cn(C)cn1)O2	2
COc1ccccc1C#Cc1ccc2c(c1)O[C@H](CN(C)C)[C@@H](C)CN([C@@H](C)CO)S2(=O)=O	-9
C[C@H](CO)N1C[C@H](C)[C@@H](CN(C)C(=O)C2CC2)Oc2cc(-c3ccccc3)ccc2S1(=O)=O	4
C[C@@H]1CN([C@H](C)CO)C(=O)c2cc(Br)cnc2O[C@@H]1CN(C)C(=O)c1ccccn1	6
C[C@@H]1CN([C@H](C)CO)C(=O)c2cccc(NC(=O)Nc3ccc(C(F)(F)F)cc3)c2O[C@@H]1CN(C)Cc1ccc(C(=O)Nc2ccccc2N)cc1	0

Ordered by value in NSD2 block (lowest first): 6 of the compounds above
SMILES	NSD2 block
Cc1noc(C)c1NC(=O)N(C)C[C@@H]1OCCCC[C@H](C)Oc2ccc(NC(=O)CCC(F)(F)F)cc2C(=O)N([C@@H](C)CO)C[C@H]1C	-12
COc1ccccc1C#Cc1ccc2c(c1)O[C@H](CN(C)C)[C@@H](C)CN([C@@H](C)CO)S2(=O)=O	-9
C[C@@H]1CN([C@H](C)CO)C(=O)c2cccc(NC(=O)Nc3ccc(C(F)(F)F)cc3)c2O[C@@H]1CN(C)Cc1ccc(C(=O)Nc2ccccc2N)cc1	0
C[C@@H]1CCCCO[C@@H](CN(C)S(=O)(=O)c2cn(C)cn2)[C@@H](C)CN([C@@H](C)CO)C(=O)c2cc(NC(=O)Cc3ccccc3)ccc2O1	2
C[C@@H]1CN([C@H](C)CO)C(=O)c2cc(NC(=O)Cc3ccccc3)ccc2O[C@@H](C)CCCCO[C@H]1CN(C)S(=O)(=O)c1ccccc1	3
C[C@H](CO)N1C[C@H](C)[C@@H](CN(C)C(=O)C2CC2)Oc2cc(-c3ccccc3)ccc2S1(=O)=O	4
